V-ATPase pHluor – alters yeast V-ATPase proton transport; S. cerevisiae, pHLuorin cytosolic pH fluorescence; response, % at 10 µM; actives 0.37% (n = 350,000); AID 504577; in the data active = response mostly above about 7.3%, no sharp cut-off; inactive = mostly below about 5.4%; also: actives read high; inactives centre near 0; some compounds called inactive have numbers as strong as hits; reference of the scale not given here
Pemphigus Ab inh – human desmoglein-3 autoantibody binding inhibition | P32926 | DSG3-coupled beads, scFv-anti-DSG3-GFP binding, flow cytometry; stronger effect = lower value | binding (percent of control), % at 10 µM | actives 0.48% (n = 310,000) | AID 588358;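 active = binding more than 3 SD below its plate's average and above zero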;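 also: hits lower antibody fragment binding to DSG3; some compounds called inactive have numbers as strong as hits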
Target sequence (P32926 whole entry, looked up, the tested form may be a part): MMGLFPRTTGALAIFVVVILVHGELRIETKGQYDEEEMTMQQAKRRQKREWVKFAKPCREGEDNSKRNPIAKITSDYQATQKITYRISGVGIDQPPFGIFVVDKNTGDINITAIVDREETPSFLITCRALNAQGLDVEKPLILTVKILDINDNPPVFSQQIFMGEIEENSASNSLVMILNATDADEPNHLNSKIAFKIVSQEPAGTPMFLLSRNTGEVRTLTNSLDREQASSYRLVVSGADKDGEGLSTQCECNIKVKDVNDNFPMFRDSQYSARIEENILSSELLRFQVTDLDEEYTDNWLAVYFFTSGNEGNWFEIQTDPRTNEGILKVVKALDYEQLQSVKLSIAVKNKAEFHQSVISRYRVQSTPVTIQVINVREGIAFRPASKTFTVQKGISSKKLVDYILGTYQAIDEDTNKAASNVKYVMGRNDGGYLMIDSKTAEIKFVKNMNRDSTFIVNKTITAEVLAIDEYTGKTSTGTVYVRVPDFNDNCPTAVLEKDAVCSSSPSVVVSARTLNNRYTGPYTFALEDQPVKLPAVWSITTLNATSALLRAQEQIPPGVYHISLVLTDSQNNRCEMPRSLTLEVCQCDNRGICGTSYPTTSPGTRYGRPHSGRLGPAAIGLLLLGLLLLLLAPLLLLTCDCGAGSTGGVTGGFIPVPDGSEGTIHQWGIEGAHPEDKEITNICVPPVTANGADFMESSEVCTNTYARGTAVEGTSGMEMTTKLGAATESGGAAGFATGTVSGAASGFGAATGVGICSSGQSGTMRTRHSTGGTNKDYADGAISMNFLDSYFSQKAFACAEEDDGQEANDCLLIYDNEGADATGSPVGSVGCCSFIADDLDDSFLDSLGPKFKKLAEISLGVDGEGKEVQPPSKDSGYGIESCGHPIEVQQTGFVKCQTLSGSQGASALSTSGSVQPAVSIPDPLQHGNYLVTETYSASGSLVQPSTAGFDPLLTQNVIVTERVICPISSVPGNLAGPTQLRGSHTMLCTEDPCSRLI
CAL PDZ FP-1 – human CAL PDZ-peptide interaction inhibition; purified CAL PDZ, TMR-peptide fluorescence polarization, 1 h; Q9HD26; AID 504414; inhibition, % at 20 µM; actives 0.02% (n = 330,000);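 active = highest replicate inhibition of at least 40%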;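 also: plate controls were DMSO neutral control wells for no effect and unlabeled competitor peptide control wells for full effect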
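Material: tagged CAL PDZ domain; buffer or medium: 25 mM sodium phosphate pH 7.4, 150 mM NaCl, TCEP, IgG, Thesit; compound dosing: single point, 20 µM; schedule: 1 h incubation at room temperature before polarization reading; measured by: FP readout, S and P plane fluorescence; read-out basis: percent inhibition from loss of millipolarization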
Keap1 Nrf2 FP – inhibitors of human Keap1-Nrf2 protein-protein interaction; Keap1 Kelch-Nrf2 peptide fluorescence polarization, 1536-well; inhibition, % at 9.4 µM; actives 0.15% (n = 340,000); in the data active = inhibition above about 12%;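 also: human Keap1 Kelch domain with fluorescein labeled Nrf2 9mer peptide probe; 0% = neutral control wells and 100% = peptide positive control; higher means more block of Keap1 binding to Nrf2 peptide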
NSD2 inh – inhibitors of human histone methyltransferase NSD2 | actives 0.54% (n = 310,000) | inhibition, % at 12.5 µM | NSD2 peptide methylation, AlphaScreen, 120 min; in the data active = inhibition above about 50%
Cardiac RTF inh – cardiac RTF calcium desensitization; P19429+P45379; actives 0.12% (n = 340,000); IANBD-labeled cardiac RTF, Ca2+ fluorescence; AID 493244; inhibition, % at 7.15 µM;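 active = inhibition above the mean inhibition of all tested compounds plus 3 SD, cut at about 17% in these data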;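 also: assay run at fixed EC70 calcium of 1.6 mM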
CAL PDZ FP-2 – inhibitors of human CAL PDZ peptide binding. actives 0.92% (n = 300,000). purified CAL PDZ, TMR-peptide fluorescence polarization, 1 h. AID 602252. inhibition, % at 24.9 µM. Q9HD26;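 active = mean inhibition of at least 30% with at least half of replicates also reaching 30%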;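 also: 0% = DMSO neutral control and 100% = excess unlabeled competitor peptide PRC23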
C-LANA FP – blocks KSHV LANA C-terminal domain binding to DNA; AID 504423; MBP-C-LANA/FAM-LBS DNA binding, fluorescence polarization; actives 0.078% (n = 340,000); inhibition, % at 9 µM;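 active = highest replicate inhibition at or above 60% at 9 µM, even if other replicates fall short; inactive = all replicates below 60% inhibition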;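 also: 0% = neutral control wells and 100% = 4 µM acridine orange control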
DAGLB inh – diacylglycerol lipase beta (human) inhibition | Q8NCG7 | HEK293T DAGLB membrane lysate, EnzChek fluorogenic substrate | inhibition, % at 5.17 µM | actives 0.059% (n = 340,000) | AID 504411; in the data active = inhibition above about 34%;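 also: 0% = enzyme with vehicle and 100% = wells lacking enzyme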
Arrestin-AP2 inh – human beta-arrestin and AP2 interaction inhibition | actives 0.31% (n = 340,000) | FITC-arrestin peptide / GST-AP2 beads, flow cytometry; AP2 beta2 appendage carries R879A mutation | inhibition, % at 10 µM;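 active = inhibition above a set limit, near 3 SD of compounds lacking own fluorescence, cut at about 54% in these data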;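 also: plate controls were DMSO wells for no effect and 5 µM unlabelled arrestin peptide for full effect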
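Measured by: flow cytometry, FL1 (488/535 nm); Material: AP2 appendage R879A on GSH beads; Evaluation: percent response; Timing: pre-incubation 12 min, peptide binding 1 h, room temperature; Also added: 50 nM FITC-arrestin peptide; Medium: PBS with 0.05% Tween 20 and 0.1% BSA.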
Active calls of the source: *; . = no result given.

Order of values – V-ATPase pHluor	Pemphigus Ab inh	CAL PDZ FP-1	Keap1 Nrf2 FP	NSD2 inh	Cardiac RTF inh	CAL PDZ FP-2	C-LANA FP	DAGLB inh	Arrestin-AP2 inh
(1) CCCn1c(SCC(=O)NCc2ccc(C)cc2)n[nH]c1=O
    1.3	106.5	-0.8	-4.0	-4.2	-10.1	-1.6	0.3	1.6	15.4
(2) O=C(COc1ccc2ccc(=O)oc2c1)OCc1ccccc1
    -5.2	109.8	-0.5	-6.0	1.4	0.2	2.6	0.4	-1.7	-16.4
(3) Cc1ccc(OCC(=O)N(Cc2cccs2)C2CCS(=O)(=O)C2)cc1 (stereo not given)
    1.7	96.0	-1.7	-3.0	-0.8	-11.2	-6.9	0.5	1.2	-0.5
(4) Cc1cnc(NC(=O)C2(c3ccccc3)CC2)s1
    -4.7	96.1	-0.8	-10.4	-12.2	-1.7	-7.9	-0.5	-1.2	-2.7
(5) Cc1cc(C)cc(OCC(=O)Nc2ccncc2)c1
    1.0	95.1	-2.1	0.5	-2.5	6.3	-8.3	-0.1	0.9	-17.4
(6) Cc1cc(=O)oc2cc(O)cc(O)c12
    -4.2	101.3	-1.1	-1.4	.	-5.2	-4.5	0.8	4.6	-12.4
(7) O=C(NCc1nnc(SCC(=O)N2CCOCC2)o1)c1c(F)cccc1Cl
    -1.7	94.1	-0.8	-3.0	0.4	-9.9	-2.6	0.2	2.4	3.5
(8) CN1CCN(C(=O)c2cc3sccc3n2CC(=O)c2ccccc2)CC1
    4.9	94.3	-1.2	-0.2	4.5	-4.8	-3.1	1.8	-3.4	-13.6
(9) Cc1cc(Nc2ccccc2)c2c([N+](=O)[O-])ccc(C)c2n1
    3.3	93.9	-2.3	2.0	23.3	-2.2	-0.6	-0.4	1.8	-6.6
(10) CCOc1ccccc1-c1ccc(C(=O)NCc2ccccc2)o1
    2.3	106.9	-3.1	-1.7	.	-7.4	0.5	2.1	-10.3	0.5
(11) Cc1cccc(C)c1NC(=O)C(C)Sc1n[nH]c(-c2ccncc2)n1 (stereo not given)
    -0.4	.	-0.6	-1.2	.	-13.7	.	0.4	-0.4	-3.2
(12) Cc1cc(NC(=O)CCS(=O)(=O)c2nc(-c3ccccc3)cc(C(F)(F)F)n2)no1
    -4.2	102.2	-1.2	-7.7	-3.7	-7.2	.	1.3	-5.3	13.8
(13) Cc1cccc(N(CC(=O)NC2CCCC2)C(=O)CCC(=O)Nc2nc(C)cs2)c1
    -1.6	95.2	-1.9	-6.0	13.4	-3.8	-0.2	0.7	-1.9	-4.4
(14) O=C(Cc1csc(NC(=O)Nc2cccc(Cl)c2)n1)NCc1cccnc1
    -0.8	102.5	-4.3	-2.9	-0.3	-23.8	-5.9	-0.8	2.7	-3.2
(15) CCOC(=O)Nc1sc(C(=O)N(C)C)c(C)c1C(=O)OCC
    3.4	107.4	-1.1	-6.6	-1.7	-9.9	0.4	-1.2	-0.9	15.2
(16) Cc1ccc(C)c(NC(=O)C2CCN(S(=O)(=O)c3ccc4c(c3)NC(=O)CO4)CC2)c1
    3.0	108.3	-2.5	-2.9	-0.8	2.4	-2.3	0.5	1.0	0.7
(17) O=C1NCCCc2c1oc1cc(Br)c(O)c(Br)c21
    3.4	94.2	-1.2	-6.1	1.7	1.7	9.6	1.0	2.3	27.5
(18) CC(=O)Nc1sc2c(c1C(c1ccccn1)N1CCCC1)CCCC2 (stereo not given)
    0.4	116.9	-0.1	-2.1	.	2.9	-2.1	-7.4	2.2	-5.6
(19) O=C(OCC(=O)N1CCCCCC1)c1cccnc1Cl
    -0.3	.	0.7	1.0	-2.0	-5.0	-3.4	-2.1	-3.0	3.7
(20) Nc1cccnc1S(=O)(=O)c1cccc(C(F)(F)F)c1
    -1.6	.	-1.0	-0.2	-1.3	-7.4	20.0	-0.2	-4.0	3.7
(21) CCOC(=O)c1sc(NC(=O)CN(CC)CC)c(C(=O)OCC)c1C
    1.9	103.9	-1.4	1.7	-5.2	4.2	-3.4	0.2	-6.0	5.6
(22) CCOC(=O)/C(=N\Nc1ncnc2ccccc12)c1ccc(OC)cc1
    3.1	93.0	-2.4	-7.5	.	7.6	0.2	0.2	-3.8	7.8
(23) Oc1ccc(/C=N/NC(=S)N2CCOCC2)cc1
    1.8	95.5	-0.6	-1.2	-34.7	2.5	-6.2	0.0	-4.8	-5.6
(24) O=C(C1=C[C@@H](c2coc3ccccc3c2=O)C[C@@H](OCCCCO)O1)N1CCN(Cc2ccc3c(c2)OCO3)CC1
    4.7	100.4	-1.1	1.7	.	-16.8	0.1	2.2	-1.0	13.0
(25) CCOc1ccc(NC(=O)C(NC(=O)C2CCC(C)CC2)C(C)C)cc1 (stereo not given)
    -1.6	92.1	-2.1	1.3	3.7	3.7	-3.0	-1.1	-1.0	13.2
(26) C[n+]1cccc(/C=N/Nc2nc(Cl)c(C#N)c(Cl)c2Cl)c1
    2.8	108.4	.	.	8.3	.	.	.	.	-13.4
(27) COC(=O)Nc1nc(-c2ccccc2)c(C(=O)c2ccccc2)s1
    0.3	107.9	-2.2	1.6	-2.2	-9.4	-1.3	-0.1	-1.3	-2.8
(28) COCCCNC(=S)NNC(=O)c1cc(Cl)c(O)c(Cl)c1
    -1.9	101.6	-0.6	-2.7	-1.6	-1.8	8.8	-1.6	-2.2	11.8
(29) S=c1[nH]nc(COc2ccccc2)n1/N=C/c1c(Cl)cccc1Cl
    -0.5	103.6	-1.0	-1.9	0.2	-4.2	-7.3	-9.3	10.3	-7.9
(30) Cc1cc(C(=O)OCC(=O)Nc2cccc(S(=O)(=O)N(C)C)c2)c2ccccc2n1
    -2.8	95.5	.	-3.1	-6.0	4.9	-2.4	-0.1	-2.2	-4.3
(31) CC(OC(=O)c1ccc(Cl)cc1)C(=O)NCc1ccc2c(c1)OCO2 (stereo not given)
    0.2	115.3	-0.6	-5.9	-2.9	1.2	-7.5	0.4	-1.6	-8.2
(32) COc1ccc(-c2nnc3ccc(SCC(=O)NCc4ccco4)nn23)cc1
    -5.5	104.7	.	0.4	.	-5.9	-5.1	0.9	-0.4	26.3
(33) O=c1[nH]c2ccc(N/C(=N/S(=O)(=O)c3ccccc3)c3ccccc3)cc2[nH]1
    -0.8	98.9	-1.1	-4.1	-1.0	-3.2	-1.4	-0.1	-1.1	-10.9
(34) O=C1CN(C(=O)c2ccc(F)c(S(=O)(=O)N3CCOCC3)c2)c2ccccc2N1
    0.1	97.6	-0.2	-2.9	-4.3	-7.1	1.0	0.9	0.0	.
(35) COc1ccc(/C(N)=N/OC(=O)c2ccc3c(c2)OCO3)cc1OC
    3.5	104.5	-1.2	-1.6	-1.7	-7.8	1.8	2.1	-0.7	-3.4
(36) COc1ccc(C(=O)CSc2cc(C)nc3nc(C)nn23)cc1OC
    -1.6	102.7	-0.1	-5.1	1.8	-1.9	-5.0	0.5	-0.5	1.7
(37) Cc1cc(OCc2cc(C(=O)N3CCCCCC3)no2)cc(C)c1Cl
    -0.5	114.0	-2.4	-5.2	-1.8	-0.2	-3.6	1.5	-6.0	-2.5
(38) COc1cccc(-c2noc(-c3ccc(Cl)nc3)n2)c1
    -0.6	107.2	-1.1	7.3	-0.8	3.2	-2.1	-0.2	-7.7	1.9
(39) NC(=O)[C@@H]1CCNc2c(I)cc([N+](=O)[O-])cc2C(=O)N[C@@H](CCC(=O)O)C(=O)N[C@@H](CO)C(=O)N1
    0.3	103.2	-0.6	2.8	.	-3.9	0.2	1.1	-1.3	6.2
(40) Cc1ccc(S(=O)(=O)N2CCN(C(=O)CSc3n[nH]c(N)n3)CC2)c(C)c1
    -0.9	.	-0.3	-1.7	0.4	-6.1	.	0.9	1.0	-15.4
(41) CCCc1cc(=O)n2c(nc3ccccc32)[nH]1
    -2.1	111.1	-0.1	5.4	-0.6	3.0	7.0	-1.9	-4.9	-2.4
(42) COc1ccc(CCNC(=O)CSCc2ccc(Cl)cc2)cc1OC
    2.4	.	-0.9	2.7	-0.4	8.2	0.1	0.8	-1.9	0.9
(43) CCn1c(=O)c(C(=O)NCCc2ccc(OC)c(OC)c2)c(O)c2ccccc21
    4.0	100.4	.	0.3	0.9	-18.0	-7.3	-1.7	-7.6	34.9
(44) CCCCCCNC(=O)C(=O)NCCc1ccc(Cl)cc1
    -1.7	107.4	-0.8	0.2	-2.5	-4.0	2.4	-0.9	1.4	1.2
(45) CC1(C)CC2CC(C)(CN2C(=O)C23CCC(C)(C(=O)C2)C3(C)C)C1 (stereo not given)
    -4.7	103.5	-0.9	-0.8	-2.2	4.4	-1.2	1.4	-1.7	14.9
(46) Cc1[nH]ccc(=O)c1OC1OC(CO)C(O)C(O)C1O (stereo not given)
    1.3	105.5	0.2	1.2	.	-12.4	-0.4	1.8	-0.8	-1.2
(47) CCc1cccc(NC(=O)CNC(=O)N2CC(=O)Nc3ccccc32)c1
    -4.1	.	-1.7	1.5	-1.1	4.0	-1.8	-0.1	1.6	5.1
(48) CC(C)CCNc1nc(N)c([N+](=O)[O-])c(NCCO)n1
    -6.0	.	-2.3	5.0	2.5	-4.1	-4.4	0.1	-2.1	0.0

Two entries from above, reformatted.
32) COc1ccc(-c2nnc3ccc(SCC(=O)NCc4ccco4)nn23)cc1
33) O=c1[nH]c2ccc(N/C(=N/S(=O)(=O)c3ccccc3)c3ccccc3)cc2[nH]1

| entry no. | 32 | 33 |
| --- | --- | --- |
| V-ATPase pHluor | -5.5 | -0.8 |
| Pemphigus Ab inh | 104.7 | 98.9 |
| CAL PDZ FP-1 | . | -1.1 |
| Keap1 Nrf2 FP | 0.4 | -4.1 |
| NSD2 inh | . | -1.0 |
| Cardiac RTF inh | -5.9 | -3.2 |
| CAL PDZ FP-2 | -5.1 | -1.4 |
| C-LANA FP | 0.9 | -0.1 |
| DAGLB inh | -0.4 | -1.1 |
| Arrestin-AP2 inh | 26.3 | -10.9 |

Screening results as filed in PubChem.

Some of the compounds tested (hit frequency here may not be typical).
